Bioassay records as filed in PubChem BioAssay.
KLK7 zymogen act – proKLK7 (human) activation, primary screen | purified proKLK7, EDANS-DABCYL substrate fluorescence; 100% is mature enzyme control, 0% vehicle | activation, % at 7 µM | AID 652039 | hit rate 0.9% among 370,000;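 active = activation above the mean of all tested compounds plus 3 SD, computed per campaign excluding outliers beyond control limits, cut at about 13% in these data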
UHRF1 MBD2 ctr – UHRF1 methyl-DNA binding inhibition; hit rate 0.75% among 370,000; UHRF1 binding to methylated oligo, TR-FRET; inhibition, % at 4.4 µM; in the data active = inhibition above about 21%;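 note: UHRF1 SRA domain binding a hemimethylated CpG hairpin DNA probe; 0% = median of test compound wells and 100% = reference inhibitor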
Tn7 DDE FP – DD(E)-Tn7 binding inhibition, primary FP screen | P02675 | FP displacement of FITC-Tn7 peptide from fibrin DD(E); 0% = median of compound wells per plate | inhibition, % at 8.3 µM | hit rate 0.13% among 370,000 | AID 720508;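 active = inhibition above the mean of compounds falling within the control limits plus 3 SD of them, cut at about 14% in these data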;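 note: 0% = plate median of compound wells and 100% = 10 µM Aha-Tn7 peptide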
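Measure: % inhibition scaled between sample-field median and high-control FP; Test system: human fibrin DD(E); Quantity: 2 µM final DD(E) protein; Doses: one dose, 8.3 µM nominal; Schedule: compound with protein 10 min, then 3 h after probe, room temperature; Detection: fluorescence polarization; Medium: Tris buffer with calcium and detergent, pH 7.8.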
ASAP1 inh – blocks human ASAP1-stimulated Arf1 GTP hydrolysis; Q9ULH1; GDP FP detection; inhibition, % at 16.5 µM; hit rate 0.19% among 360,000; AID 624377; in the data active = inhibition above about 25%;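 note: 0% = vehicle with enzyme and substrate and 100% = no enzyme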
PLC-beta3 inh – inhibitors of human phospholipase C beta3; hit rate 0.18% among 370,000; Q01970; AID 720704; inhibition, % at 12.2 µM; Purified PLC-beta3, fluorogenic substrate, fluorescence; in the data active = inhibition above about 11%;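 note: 0% = median of compound wells on plate and 100% = full blocker control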
PLC-gamma1 inh – inhibitors of human phospholipase C gamma1. purified PLC-gamma1, fluorogenic substrate, fluorescence. inhibition, % at 12.2 µM. hit rate 0.84% among 370,000; in the data active = inhibition above about 9.5%
ADAM17 inh – inhibitors of human ADAM17 | recombinant ADAM17, EDANS/DABCYL FRET peptide cleavage | inhibition, % at 6.95 µM | hit rate 0.83% among 370,000;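 active = inhibition above the mean of compounds lying between control limits plus 3 SD, set per campaign, cut at about 8.5% in these data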;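 note: 0% = DMSO-only wells as the low control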
Target sequence (P78536 215-824 limits assumed): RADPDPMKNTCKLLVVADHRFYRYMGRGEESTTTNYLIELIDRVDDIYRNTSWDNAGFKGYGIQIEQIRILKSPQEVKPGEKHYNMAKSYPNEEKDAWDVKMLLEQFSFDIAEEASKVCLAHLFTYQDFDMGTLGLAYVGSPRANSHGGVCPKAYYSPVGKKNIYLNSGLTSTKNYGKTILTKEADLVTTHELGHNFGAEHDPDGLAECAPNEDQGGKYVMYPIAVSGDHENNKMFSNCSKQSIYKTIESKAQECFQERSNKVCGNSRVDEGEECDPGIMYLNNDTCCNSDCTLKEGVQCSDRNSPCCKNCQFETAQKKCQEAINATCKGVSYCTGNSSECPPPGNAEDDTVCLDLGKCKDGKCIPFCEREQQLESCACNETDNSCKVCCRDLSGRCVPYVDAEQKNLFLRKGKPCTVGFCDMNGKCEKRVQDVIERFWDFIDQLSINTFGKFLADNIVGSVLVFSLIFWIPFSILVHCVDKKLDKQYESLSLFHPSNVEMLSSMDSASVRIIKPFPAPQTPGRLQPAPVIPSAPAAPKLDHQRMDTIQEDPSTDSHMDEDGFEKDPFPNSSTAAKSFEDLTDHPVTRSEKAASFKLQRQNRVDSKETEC
MBD2 DNA inh – MBD2-methylated oligo binding inhibition; Q9UBB5; TR-FRET, MBD2 binding to methylated oligonucleotide; inhibition, % at 4.4 µM; hit rate 0.31% among 370,000; in the data active = inhibition above about 13%
Target sequence (Q9UBB5 whole entry, looked up): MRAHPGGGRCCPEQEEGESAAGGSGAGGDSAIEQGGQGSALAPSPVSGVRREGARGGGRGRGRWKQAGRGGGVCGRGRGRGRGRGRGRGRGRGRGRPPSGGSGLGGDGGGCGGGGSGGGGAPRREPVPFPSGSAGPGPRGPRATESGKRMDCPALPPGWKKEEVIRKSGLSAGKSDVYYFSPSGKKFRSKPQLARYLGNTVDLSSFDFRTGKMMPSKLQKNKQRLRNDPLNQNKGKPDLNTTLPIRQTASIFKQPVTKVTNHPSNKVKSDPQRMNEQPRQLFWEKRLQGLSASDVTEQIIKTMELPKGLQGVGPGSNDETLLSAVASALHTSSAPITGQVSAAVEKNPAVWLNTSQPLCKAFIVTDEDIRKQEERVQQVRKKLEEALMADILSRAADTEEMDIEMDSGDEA
ARFGAP1 inhibitor – inhibitors of rat ARFGAP1; inhibition, % at 16.5 µM; Arfgap1-stimulated ARF1 GTP hydrolysis, GDP FP detection; hit rate 0.26% among 360,000; AID 651572;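 active = inhibition above a per-plate limit, mean inhibition of low control wells plus 3 SD, cut at about 25% in these data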;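 note: 0% = DMSO wells with enzyme and 100% = wells lacking Arfgap1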
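Material – truncated rat Arfgap1 GAP domain · Buffer or medium – HEPES-based buffer, pH 7.5 · Reagent – human ARF1(Δ1-17)-GTP substrate · Dosing – 16.5 µM single point, 1.26% DMSO · Schedule – GTP hydrolysis reaction 2 h at 25 °C · Technique – GDP detection by fluorescence polarization · Benchmarks – No-Arfgap1 wells (100%) versus DMSO full-reaction wells (0%) · Repeats – single replicate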
Tn6 DDE FP – DD(E)-Tn6 binding inhibition, primary FP screen; hit rate 0.21% among 370,000; inhibition, % at 8.3 µM; Fibrin DD(E) TRITC-Tn6 fluorescence polarization displacement;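 active = inhibition above a per-campaign cutoff: mean of compounds within control limits plus 3 SD, cut at about 15% in these data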;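 note: 0% = median of all compound wells on the plate and 100% = blocking peptide control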
* = called active by the depositor; i = inactive; / = no result given. Compounds were not picked by outcome, and some 4.1% of all compounds hit somewhere here.

SMILES | KLK7 zymogen act | UHRF1 MBD2 ctr | Tn7 DDE FP | ASAP1 inh | PLC-beta3 inh | PLC-gamma1 inh | ADAM17 inh | MBD2 DNA inh | ARFGAP1 inhibitor | Tn6 DDE FP
Cc1cc(=O)[nH]c2nnc(-c3ccc(Br)cc3)n12 | 0.1 | 0 | -5 | -5 | 3 | 1 | -4 | 5 | 5 | -4
COCCNC(=O)NC12CC3(C)CC(C)(CC(C)(C3)C1)C2 | 0.1 | -1 | -3 | 9 | 4 | 2 | 0 | -2 | -5 | 0
CCc1nn(CC(=O)NCCCc2ccccc2)c(=O)c2cc3c(OC)cccc3n12 | -0.2 | -3 | 2 | -5 | -30 | -18 | -22 | 4 | 9 | 4
O=C(COc1ccc(-n2cnnn2)cc1)Nc1ccc(F)cc1 | -0.3 | -1 | 5 | -2 | -2 | 6 | 4 | -4 | 2 | -4
O=[N+]([O-])c1ccc(N2CCN(c3ccccc3F)CC2)nc1 | -0.6 | 7 | 1 | 9 | 0 | -1 | -3 | 2 | -1 | -7
Nc1nc(-c2cccnc2)nn1S(=O)(=O)c1ccccc1 | 0.7 | 12 | -4 | -5 | 0 | -1 | -3 | -2 | 12 | 10
C=CCNc1nc(NCCN2CCOCC2)nc(N2CCOCC2)n1 | 0.1 | -2 | -2 | -3 | 5 | 1 | -1 | 1 | 9 | -2
Cc1cc(Br)ccc1NC(=O)CSc1nnc(CN2CCOCC2)n1C | -0.4 | 0 | 1 | 3 | -4 | 0 | 0 | 1 | -4 | 2
CN(C)c1ccc(C2CC(c3cccc(NS(C)(=O)=O)c3)=NN2C(=O)c2ccccc2)cc1 (configuration not stated) | 0.9 | 2 | -1 | -1 | -3 | 2 | 0 | -5 | -13 | -4
COC(=O)CSc1nc2cc(C)cc(C)c2cc1C#N | -0.1 | -3 | 1 | 2 | -31 | -27 | -3 | -1 | -1 | -1
O=C(CNC(=O)c1ccccc1F)NC1CC1 | -0.3 | 3 | -5 | 6 | 1 | 1 | -2 | 2 | -1 | 0
CCOc1ccc(/C=N/NC(=O)c2ccccc2O)cc1CN1CC2CC(C1)c1cccc(=O)n1C2 (configuration not stated) | 3.8 | -4 | 5 | -13 | -69 | -54 | -5 | 0 | -9 | -6
O=Cc1ccc(OCc2cn(CC(=O)c3ccc(O)cc3)nn2)cc1 | 0.6 | 0 | -4 | -7 | 2 | 4 | 1 | -1 | -9 | 1
Cc1cccc(C(=O)NC2CCCCCCC2)c1 | -0.6 | 1 | 3 | -6 | -3 | 2 | -5 | 1 | 8 | -1
O=[N+]([O-])c1cccc(S(=O)(=O)NCCc2cn3ccccc3n2)c1 | 0.3 | 0 | -7 | -4 | -4 | 0 | -1 | 2 | 2 | 4
COc1ccc(S(=O)(=O)Nc2ccc(-c3ccc(N4CCCC4)nn3)cc2)cc1C | -1.4 | 1 | -1 | 9 | -30 | -15 | -1 | 2 | -5 | 8
CSc1ccc(-c2nc(CN3CCCCC3c3cccnc3)c(C)o2)cc1 (configuration not stated) | 0.2 | 6 | 1 | 3 | -12 | -7 | -11 | 2 | 7 | -10
Cc1ccc(S(=O)(=O)Nc2c(O)c3ccccc3oc2=O)cc1C | 0.0 | 2 | 2 | 1 | -9 | -3 | -1 | 0 | -2 | 5
CCOCc1cn(CC(=O)c2ccc([N+](=O)[O-])cc2)c(C)nc1=N | -0.7 | 1 | 2 | 0 | -8 | 3 | -6 | 7 | 5 | 8
CN(C(=O)CN1CCN(c2cc(-c3cccc4oc5ccccc5c34)ncn2)CC1)c1ccccc1 | -0.9 | -3 | -5 | 5 | -6 | -6 | 0 | 1 | -10 | 11
O=C(Nc1ccccc1)Nc1cccc(NC(=O)Nc2ccccc2)c1F | -0.1 | -3 | 5 | -6 | -6 | 2 | -3 | -7 | 3 | -4
CCc1ccc(-c2cc(C(=O)N/N=C/c3ccccn3)[nH]n2)cc1 | -0.1 | -2 | 3 | 13 | -1 | 1 | 1 | -4 | 6 | -1
COc1cccc(CNC(=O)COC(=O)c2nc(Cl)c(Cl)c(Cl)c2Cl)c1 | -0.8 | -3 | -4 | -2 | -11 | -6 | 1 | -6 | 1 | 7
COc1cccc(C(=O)n2ccc3ccc(-c4ccc5ccn(Cc6ccccc6)c5c4)cc32)c1 | -6.8 | -5 | 8 | / | -98 | -65 | -2 | -3 | / | -2
Cn1c(-c2sccc2OCc2ccccc2)n[nH]c1=S | -1.0 | -2 | -1 | -10 | -4 | -4 | 3 | -2 | 2 | 2
O=C(COc1ccccc1)N1CCN=C1SCc1ccccc1F | -0.6 | -1 | 5 | 4 | -5 | 2 | -3 | -6 | -7 | 2
COCCN(CCOC)S(=O)(=O)c1ccc(C(=O)Nc2ccncc2)cc1 | -0.5 | 7 | 1 | 7 | 0 | 1 | -2 | 1 | 1 | 2
COc1ccc(C2Nc3ccccc3C(=O)N2Cc2ccccc2)cc1 (configuration not stated) | -33 | 1 | 0 | 7 | -401 | -334 | -302 | -3 | 0 | -5
COc1ccc(CCc2nc(-c3ccc(-n4cccc4)cc3)no2)cc1 | 0.1 | -2 | -1 | 0 | 3 | 1 | 0 | 3 | 9 | -6
COC(=O)c1ccccc1NC(=O)CN1CCN(Cc2ccccc2)CC1 | -1.0 | -3 | -3 | -5 | -5 | 2 | 0 | -1 | -11 | 8
CC(C)c1cc(C(C)C)c(S(=O)(=O)N2CCCC(C(=O)NCc3cccs3)C2)c(C(C)C)c1 (configuration not stated) | -0.3 | -1 | -1 | / | -2 | -1 | 1 | -2 | / | 1
COc1cc(OC)cc(C(=O)OCC(=O)NC(c2ccccc2)c2ccccc2)c1 | 0.7 | 2 | -1 | 0 | -5 | 0 | -2 | -1 | 3 | 4
CCOc1ccc(C2CC(c3ccccc3C)n3nc(N)nc3N2)cc1 (configuration not stated) | -0.1 | 0 | 5 | -9 | -25 | -20 | -34 | -6 | -2 | -1
COc1cc(C)nc(N2CCCC(C(=O)Nc3cccc(Cl)c3C)C2)n1 (configuration not stated) | 0.3 | -4 | -10 | 4 | 5 | 4 | 2 | -4 | -6 | 0
CCOc1ccc2nnc(-c3ccc(Br)cc3)n2n1 | 0.2 | 2 | 3 | -14 | 0 | -4 | -3 | 6 | -6 | -8
Cc1cc(-c2ccccc2)nc2oc(C(=O)NN)c(N)c12 | -59 | -9 | -3 | -2 | -424 | -311 | -22 | -2 | 6 | -2
CCc1nc(SCC(=O)O)c2c3c(sc2n1)COC(C)(C)C3 | -0.2 | -2 | -4 | -3 | 1 | 7 | -2 | -1 | -4 | 5
CCOc1ccccc1N(CC(=O)Nc1ccccc1C(=O)N1CCCC1)S(C)(=O)=O | 0.0 | -2 | 0 | 10 | -4 | 0 | -1 | -4 | -3 | -1
CN1CCN(c2ccc(NC(=O)c3ccc4c(c3)OCCO4)cc2)CC1 | -0.1 | 0 | -3 | 12 | -2 | 3 | -1 | -3 | 15 | -2
COc1ccc(C(=O)OCC(=O)Nc2c(C)cccc2C)cc1 | 0.3 | 4 | -3 | 8 | -7 | 2 | -1 | 1 | 20 | -3
CN(C)CCCN(C(=O)CCS(=O)(=O)c1ccccc1)c1nc2cc3c(cc2s1)OCO3 | -1.5 | 1 | 1 | 1 | -9 | 1 | -3 | 5 | 8 | 4
CC(Sc1nc(-c2ccc(F)cc2)cs1)C(=O)Nc1ccc(Cl)cn1 (configuration not stated) | 0.3 | -5 | -6 | 5 | 6 | 5 | 1 | 2 | -13 | -3
COc1cccc(C(=O)C2CCCN(C(=O)c3ccccn3)C2)c1 (configuration not stated) | 0.5 | 3 | 0 | -3 | -1 | -2 | -5 | 3 | 4 | 2
O=C(CCc1nc(-c2cccs2)no1)NCc1ccc(F)cc1Cl | 0.1 | 3 | -1 | 1 | -6 | 1 | -3 | 1 | 5 | -9
COc1ccc(-n2nc(C(=O)NCC(=O)N3CCN(C)CC3)c3ccccc3c2=O)cc1 | 0.6 | -1 | -6 | -2 | -52 | -32 | -1 | -5 | 10 | 11
Cc1ccc([N+](=O)[O-])c(OCCCNCC(C)O)c1 (configuration not stated) | 0.4 | 0 | 2 | 12 | 3 | 5 | -1 | -2 | 1 | -2
COc1cc(OC)cc(C(=O)N2CCC(C(=O)Nc3ccc4c(c3)OCCO4)CC2)c1 | -0.7 | -5 | -1 | 6 | 4 | 3 | -2 | -7 | -5 | -2
CCCN(Cc1cc2cccc(C)c2[nH]c1=O)C(=O)c1cccc(OC)c1 | 0.7 | 1 | 1 | 2 | -3 | 0 | -16 | 0 | 9 | 5
Cn1cc(CCOCc2ccc(Br)cc2)c2ccccc21 | 0.1 | -2 | 2 | -9 | -2 | 3 | -5 | 3 | 9 | -1
N#Cc1ccc(NC(=O)CCc2nc3ccccc3s2)cc1 | -0.3 | -4 | 3 | 4 | -18 | -20 | -9 | -5 | 8 | 3
Cc1cccc(NC(=O)C2CCN(C(=O)c3ccc(Cl)cc3)CC2)n1 | 0.3 | 6 | 6 | 12 | -6 | -3 | -1 | 4 | 4 | -1
CCN(C(=O)COC(=O)c1n[nH]c2ccccc12)C1CCS(=O)(=O)C1 (configuration not stated) | -0.5 | -2 | 8 | -5 | 1 | -2 | -3 | -2 | 9 | 11
C[C@@H]1CCCCO[C@@H](CN(C)S(=O)(=O)c2ccc(Cl)cc2)[C@@H](C)CN([C@H](C)CO)C(=O)c2cc(N(C)C)ccc2O1 | 0.3 | -1 | -4 | -7 | 1 | 3 | 6 | -2 | -5 | 0
CCNc1cc2oc(=O)c(CN3CCOCC3)c(C)c2cc1C | 43* | -5 | 0 | 3 | i | i | i | -4 | 6 | 1
CN1CCN(S(=O)(=O)c2ccc(C#N)cc2)C(c2ccccc2)C1 (configuration not stated) | -0.5 | -4 | 4 | 8 | 3 | 2 | -2 | -4 | -8 | 6
COC(=O)c1ccc(CN2CC3CC(c4ccccc4)N4CCCC34C2=O)cc1 (configuration not stated) | -26 | -2 | 3 | / | -2 | 1 | -1 | -6 | / | 4

Part of the list above, as a markdown table:
| mol | KLK7 zymogen act | UHRF1 MBD2 ctr | Tn7 DDE FP | ASAP1 inh | PLC-beta3 inh | PLC-gamma1 inh | ADAM17 inh | MBD2 DNA inh | ARFGAP1 inhibitor | Tn6 DDE FP |
| --- | --- | --- | --- | --- | --- | --- | --- | --- | --- | --- |
| COc1ccc(-n2nc(C(=O)NCC(=O)N3CCN(C)CC3)c3ccccc3c2=O)cc1 | 0.6 | -1 | -6 | -2 | -52 | -32 | -1 | -5 | 10 | 11 |
| CC(Sc1nc(-c2ccc(F)cc2)cs1)C(=O)Nc1ccc(Cl)cn1 (configuration not stated) | 0.3 | -5 | -6 | 5 | 6 | 5 | 1 | 2 | -13 | -3 |
| N#Cc1ccc(NC(=O)CCc2nc3ccccc3s2)cc1 | -0.3 | -4 | 3 | 4 | -18 | -20 | -9 | -5 | 8 | 3 |
